# Screening data from PubChem.
# GRK2 inh: inhibitors of human GRK2 displacing RNA aptamer | inhibition of aptamer binding, % at 10 µM | 330,000 compounds, 0.59% hits | AID 488847 | bead flow cytometry, FAM-aptamer displacement from GRK2 | P25098;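 active means inhibition of aptamer binding above 40%, roughly 3 SD of noise, on plates passing a quality check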;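 further: median bead fluorescence of bound FAM aptamer so fluorescent compounds give negative values; no value below 0 was filed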
# Target sequence (P25098 whole entry, looked up): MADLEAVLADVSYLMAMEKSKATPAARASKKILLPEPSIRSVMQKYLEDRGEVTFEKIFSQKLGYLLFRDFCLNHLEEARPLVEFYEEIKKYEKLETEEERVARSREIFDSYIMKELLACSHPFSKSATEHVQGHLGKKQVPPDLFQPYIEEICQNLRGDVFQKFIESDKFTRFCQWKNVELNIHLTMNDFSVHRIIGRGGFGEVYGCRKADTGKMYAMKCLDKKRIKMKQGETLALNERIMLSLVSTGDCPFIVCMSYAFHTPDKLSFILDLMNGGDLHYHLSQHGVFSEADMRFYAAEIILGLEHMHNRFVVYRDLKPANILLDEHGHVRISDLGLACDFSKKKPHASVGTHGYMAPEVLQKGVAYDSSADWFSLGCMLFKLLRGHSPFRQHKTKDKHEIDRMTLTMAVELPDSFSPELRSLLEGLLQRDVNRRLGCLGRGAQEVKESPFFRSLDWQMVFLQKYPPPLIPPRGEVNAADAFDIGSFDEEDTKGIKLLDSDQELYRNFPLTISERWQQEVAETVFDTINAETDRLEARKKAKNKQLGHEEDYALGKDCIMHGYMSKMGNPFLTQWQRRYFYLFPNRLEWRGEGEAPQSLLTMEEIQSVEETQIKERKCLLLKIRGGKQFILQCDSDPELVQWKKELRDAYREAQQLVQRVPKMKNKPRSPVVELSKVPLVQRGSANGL
# GASC-1 inh: blocks human GASC-1 demethylase activity; Q9H3R0; GST-JMJD2C(1-420) H3K9me3 demethylation, DELFIA europium; inhibition, % at 2.35 µM; 330,000 compounds, 0.069% hits;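 active means more than half of a compound's replicate wells show inhibition beyond 50%, single wells judged on their own value; inconclusive means some, but no more than half, of replicates pass 50% inhibition; inactive means no replicate passes 50% inhibition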;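 further: signal counts dimethyl H3K9 product captured on neutravidin plate; 0% = median of DMSO wells and 100% = 0.3 times that DMSO median; strong numbers were not always called active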
# Target sequence (Q9H3R0 1-420 limits assumed): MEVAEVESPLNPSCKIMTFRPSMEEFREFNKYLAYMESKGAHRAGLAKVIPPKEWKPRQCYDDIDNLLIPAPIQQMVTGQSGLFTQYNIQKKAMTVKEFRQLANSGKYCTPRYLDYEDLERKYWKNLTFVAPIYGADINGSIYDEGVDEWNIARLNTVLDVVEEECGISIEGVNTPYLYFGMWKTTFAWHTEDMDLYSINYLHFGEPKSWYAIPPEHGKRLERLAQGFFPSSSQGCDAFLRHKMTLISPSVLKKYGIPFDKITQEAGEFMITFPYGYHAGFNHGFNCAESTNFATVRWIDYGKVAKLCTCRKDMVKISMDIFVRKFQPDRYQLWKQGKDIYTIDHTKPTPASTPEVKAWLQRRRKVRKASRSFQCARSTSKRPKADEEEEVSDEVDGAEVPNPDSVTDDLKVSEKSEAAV
# MEP2-GFP yeast: alters MEP2-GFP fluorescence in TOR pathway yeast screen. AID 2016. 330,000 compounds, 0.51% hits. S. cerevisiae MEP2-GFP strain, flow cytometry GFP, 3 h; 100% = DMSO control level. GFP response vs DMSO, % at 10 µM;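 active means GFP response versus DMSO above a set limit, roughly screen mean plus 3 SD, cut at about 180% in these data; inconclusive means fewer than 70 cells counted for a yeast strain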;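 further: median GFP fluorescence of the barcode-gated MEP2-GFP cells per well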
# LAP4-GFP MLPCN: alters LAP4-GFP fluorescence in TOR pathway yeast screen; 320,000 compounds, 0.34% hits; S. cerevisiae LAP4-GFP multiplex, flow cytometry GFP, 3 h; median GFP as percent of DMSO wells; GFP response vs DMSO, % at 10 µM;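 active means GFP response vs DMSO above a set limit, about the screen mean plus 3 SD, cut at about 150% in these data; inconclusive means under 70 cell events counted for the yeast strain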
# AGP1 TOR yeast: yeast TOR pathway AGP1-GFP modulation | S. cerevisiae AGP1-GFP multiplex flow cytometry, 3 h; GFP as percent of DMSO wells | 320,000 compounds, 0.02% hits | GFP response vs DMSO, % at 10 µM;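 active means GFP response relative to DMSO above a set limit, near screen average plus 3 SD, cut at about 150% in these data; inconclusive means fewer than 70 cells counted for the yeast strain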;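 further: median GFP channel fluorescence of the gated AGP1 strain per well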
# CIT2-GFP yeast: yeast TOR pathway CIT2-GFP modulation | S. cerevisiae CIT2-GFP strain, flow cytometry, 3 h; 100 means same as DMSO wells | AID 2029 | 320,000 compounds, 0.065% hits | GFP response vs DMSO, % at 10 µM;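 active means GFP response relative to DMSO above a set limit, near the screen mean plus 3 SD, cut at about 150% in these data; inconclusive means Fewer than 70 cells measured for a yeast strain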;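 further: ratio of well median GFP fluorescence to mean of DMSO wells on the plate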
# RPL19A TOR yeast: yeast TOR pathway RPL19A-GFP modulation; S. cerevisiae RPL19A-GFP strain, flow cytometry, 3 h; hits give low values; percent response vs DMSO, % at 10 µM; 330,000 compounds, 0.3% hits;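 active means percent response vs DMSO below 50%; inconclusive means fewer than 70 events counted for the yeast strain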;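 further: median channel GFP fluorescence of the barcoded RPL19A-GFP strain; ratio of sample median GFP to plate DMSO average so 100% = DMSO; lower means less RPL19A-GFP as with rapamycin TOR inhibition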
# VLA-4 inh: inhibition in a human VLA-4 binding assay; P13612; VLA-4 expressing cells, ligand binding flow cytometry; inhibition, % (about 7 µM as worked out from the volumes in the protocol); 330,000 compounds, 0.2% hits; AID 2557; in the data active means inhibition above about 50%
# * hit, by the source's call; ? = inconclusive; . = no result given; & = joins results of further samples; [ ] = remark or other dose.
# The first three entries (preview)
SMILES,GRK2 inh,GASC-1 inh,MEP2-GFP yeast,LAP4-GFP MLPCN,AGP1 TOR yeast,CIT2-GFP yeast,RPL19A TOR yeast,VLA-4 inh
CCc1nc2oc3cc(OC)ccc3c(=O)c2c(=O)n1-c1ccccc1,3,.,90,93,92,95,94,-2
Fc1ccccc1/C=N/Nc1nn[nH]n1,3,8,109,114,108,108,103,1
CC(=O)Nc1c(C)ccc(S(N)(=O)=O)c1C,1,-6,106,103,100,102,101,5

# All compounds of this part, previewed entries included:
SMILES,GRK2 inh,GASC-1 inh,MEP2-GFP yeast,LAP4-GFP MLPCN,AGP1 TOR yeast,CIT2-GFP yeast,RPL19A TOR yeast,VLA-4 inh
CCc1nc2oc3cc(OC)ccc3c(=O)c2c(=O)n1-c1ccccc1,3,.,90,93,92,95,94,-2
Fc1ccccc1/C=N/Nc1nn[nH]n1,3,8,109,114,108,108,103,1
CC(=O)Nc1c(C)ccc(S(N)(=O)=O)c1C,1,-6,106,103,100,102,101,5
CC12CCC(C(=O)NNC(=O)c3ccc(F)cc3)(OC1=O)C2(C)C (centres undefined),2,0,98,109,105,97,95,-11
COc1ccc(NC(=O)c2cccnc2)c([N+](=O)[O-])c1,0,2,103,91,97,92,101,-1
Cc1cc(C(=O)NC2=NCCS2)c2ccccc2n1,0,4,94,101,101,105,94,10
O=C(Cn1nc(-c2cccc([N+](=O)[O-])c2)c2ccccc2c1=O)NCC1CCCO1 (centres undefined),0,9,103,100,101,99,99,6
COc1ccc(/C=c2/sc3n(c2=O)C(c2ccccc2OC)C2=C(N=3)c3ccccc3CC2)cc1O (centres undefined),5,-9,107,105,106,101,104,-39
CC1/C(=N/O)CC(c2ccccc2)NC1c1ccccc1 (centres undefined),1,-11,103,104,104,104,101,3
CC(C(=O)OCC(=O)c1ccc(Br)cc1)N1C(=O)C2C3CCC(C3)C2C1=O (centres undefined),2,-3,99,100,97,93,101,-1
O=C(NCC(=O)N(c1ccccc1)C(C(=O)NC1CCCCC1)c1cccnc1)c1cccs1 (centres undefined),0,-2,101,93,105,104,101,4
Cc1cc(C(C)(C)C)cc(C)c1CCNC(=O)c1ccc[n+]([O-])c1,0,11,104,85,96,86,99,9
CN(CC(=O)NCc1cccs1)CC(=O)Nc1ccc(F)c(F)c1F,0,12,96,98,101,100,99,4
COc1cccc(CN2CCNC(=O)C2CC(=O)NCCN2CCCCC2=O)c1 (centres undefined),0,0,111,95,106,119,105,-7
COc1ccc(/C=C/C(=O)OCCNC(=O)c2ccncc2)cc1OC,1,-6,94,87,103,106,94,-1
C=CCn1ncc(OC)c(Cl)c1=O,1,-9,106,106,109,107,105,1
COC(=O)CN1C(=O)[C@H]2[C@@H](/C=C/c3ccccc3)N3C(=O)CN(CCO)C(=O)[C@@]3(Cc3ccccc3)[C@H]2C1=O,2,-6,94,118,87,103,98,39
CC(=O)Nc1sc2c(c1-c1nc3ccccc3s1)CN(C(C)C)CC2,7,.,104,109,107,100,104,-251
O=C1c2ccccc2C(=O)N1CSc1nnnn1-c1ccccc1,0,5,102,102,94,94,96,4
CS(=O)(=O)N(CC(=O)Nc1ccccc1C(=O)N1CCCC1)c1ccccc1Br,0,4,101,94,104,110,100,-4
COc1cc(SC)ccc1C(=O)OCc1nc2ccsc2c(=O)[nH]1,0,1,98,107,105,100,100,2
O=C(NCc1ccc(F)cc1)c1ccc(Cl)c(NC2=NC3CS(=O)(=O)CC3S2)c1 (centres undefined),2,26,91,92,106,105,101,19
COCCn1c(SCCN2CCCCC2)nc2ccccc2c1=O,0,-4,104,101,106,104,101,-6
COC(CNC(=O)C1CCCN(S(=O)(=O)c2c(C)noc2/C=C/c2cccs2)C1)OC (centres undefined),0,-2,105,97,108,96,104,6
O=C(NCCCn1ccnc1)C(=O)NC1CCCCC1,1,.,100,102,106,103,100,10

# (continued)
SMILES,GRK2 inh,GASC-1 inh,MEP2-GFP yeast,LAP4-GFP MLPCN,AGP1 TOR yeast,CIT2-GFP yeast,RPL19A TOR yeast,VLA-4 inh
C=CCC(NCc1ccccc1)c1ccccc1 (centres undefined),3,-4,106,96,94,94,99,-16
CC(=O)COc1ncn(-c2ccccc2)n1,0,2,100,93,90,102,94,13
O=C(CN1C(=O)c2cccc3cccc1c23)NCc1ccncc1,3,0,97,91,98,104,95,2
O=c1cc(-c2ccccc2)oc2cc(O)c(O)c(O)c12,1,.,98,108,101,88,100,-10
Cc1c(C)c2c(OCC(=O)N[C@@H](C(=O)O)c3ccccc3)cc3c(c2oc1=O)CCC(C)(C)O3,0,-1,131,115,108,86,98,-5
COC(=O)CSC(C(=O)Nc1ccc(C)c(C)c1)c1ccccc1 (centres undefined),0,1,104,104,100,94,101,11
Clc1ccc(Cn2cccn2)cn1,0,5,95,93,89,94,92,2
Cc1ccc(OCCn2cnc3sc(C(N)=O)c(C)c3c2=O)cc1,0,4,97,101,102,97,92,3
Cc1ccc(-c2nc(C(F)(F)F)cc(=O)[nH]2)cc1,1,26,103,96,106,115,97,-5
COc1cccc(NC(=S)NNC(=O)c2ccccc2OC(F)F)c1,2,-8,98,104,100,97,100,4
O=C(Nc1cccc(C(F)(F)F)c1)c1cncs1,1,1,109,102,97,98,104,2
CC1CCN(C2CC(=O)N(c3ccccc3)C2=O)CC1 (centres undefined),0,6,90,112,101,86,95,3
O=C(O)CN1c2cccc3cccc(c23)S1(=O)=O,1,-16,104,93,102,98,102,6
CCOc1ccc(C2C=C(c3ccccc3)Nc3nnnn32)cc1 (centres undefined),1,3,101,102,98,97,98,-10
CC(=O)n1ccnc1,0,-2,99,115,97,111,104,5
O=C(COC(=O)c1ccc(=O)n(Cc2ccccc2)n1)Nc1ccc2c(c1)OCCO2,0,9,97,86,92,.,95,10
Cc1ccccc1NC(=O)C1CCN(c2cc(-c3ccccc3)nc3ncnn23)CC1,0,-5,257*[may fluoresce violet],61[may fluoresce violet],?,?,60[may fluoresce violet],1
Oc1ccc(N2CCN(C(c3ccncc3)c3nnnn3C3CCCC3)CC2)cc1 (centres undefined),1,-7&9,104,104,97,96,100,4
O=C(Nc1cccc(Br)c1)c1ccn[nH]1,6,7,98,105,101,100,99,-2
CCn1c(CCc2ccccc2)n[nH]c1=S,2,-5,99,100,104,102,99,18
COc1ccccc1N(CN1CCCC1=O)C(=O)c1ccccc1F,4,-3,103,98,99,108,99,-2
C/C(Cc1ccccc1)=N\NC(=O)CNC(=O)c1ccccc1Br,0,0,107,91,99,105,104,11
O=C(Nc1cc(Cl)ccc1N1CCOCC1)c1ccc(F)c(S(=O)(=O)N2CCOCC2)c1,0,-5,111,106,90,102,104,5
COc1cc2c(C#CCO)c(-c3ccc(C#N)cc3)oc(=O)c2cc1OC,0,.,99,91,100,102,99,-8
O=C(CCC(=O)N1CCOc2ccccc21)NCc1cccnc1,0,-3,96,98,99,93,93,-15

# Next part
SMILES,GRK2 inh,GASC-1 inh,MEP2-GFP yeast,LAP4-GFP MLPCN,AGP1 TOR yeast,CIT2-GFP yeast,RPL19A TOR yeast,VLA-4 inh
CCCc1cc(C(=O)OCC(=O)N2CCN(c3ccc(OC)cc3)CC2)sc1C,2,5,94,107,102,89,93,10
Cn1cccc1C(=O)OCc1csc(-c2ccccc2)n1,0,7,99,107,99,96,102,-5
CCCN(CC(=O)Nc1ccccc1C)C(=O)c1ccc(S(=O)(=O)N2CCCC2)cc1,0,-8,89,89,90,85,85,24
CCN1CCN(C(=S)Nc2ccc3nc(N4CCN(C)CC4)cc(C)c3c2)CC1,0,-10,114,99,104,107,102,18
CCCN1C(=O)c2ccc(C(=O)Nc3ccccc3C(=O)O)cc2C1=O,0,-3,113,97,96,105,108,7
CCn1ncc(C2=NOC(C(=O)Nc3cccnc3)C2)c1C (centres undefined),0,5,104,99,104,.,107,4
O=C(N/N=C/c1cc2c(cc1Cl)OCO2)c1ccccn1,0,10,111,106,95,97,100,9
CN1CCCN(C(=O)c2cc(-c3ccc(Cl)c(Cl)c3Cl)nc3ccccc23)CC1,0,11,98,117,101,96,96,10
COc1ccccc1N(CC(=O)NC1CCCCC1)C(=O)CNC(=O)c1cccs1,2,1,104,101,98,95,102,3
CCOC(=O)C(C)Oc1cccc2c(=O)n(CC(=O)Nc3ccc(OCC)cc3)ccc12 (centres undefined),5,6,101,101,104,99,99,31
CCc1ccc(NC(=O)c2noc3c2CCc2ccccc2-3)cc1,0,8,237*[may fluoresce violet],106[may fluoresce violet],?,?,13*[may fluoresce violet],-5
O=C(COc1ccccc1Cl)NCc1nc(-c2ccccc2)no1,0,29,106,101,98,109,104,-9
COc1ccc(C(=O)COC(=O)CN2C(=O)NC3(CC(C)CC(C)(C)C3)C2=O)c(OC)c1 (centres undefined),5,.,105,105,106,97,102,-1
Cc1ccc2c(C)c(C(=O)N(Cc3ccc(N(C)C)cc3)C3CCS(=O)(=O)C3)oc2c1 (centres undefined),5,-15,97,105,113,101,109,-8
COc1ccc(Cl)cc1NC(=O)C1CC(=O)N(C2CCCCC2)C1 (centres undefined),0,-18,104,81,94,.,109,-1
CC(C)(C)c1ccc(-c2nc(-c3ccncc3)no2)cc1,3,-3,101,107,97,102,96,5
Fc1ccc(NC(=S)NCc2ccccn2)cc1,2,-6,105,92,101,101,98,5
CSc1ccccc1C(=O)Nc1cccc([N+](=O)[O-])c1C,1,13,99,108,99,90,95,-2
O=C(CSc1nc2ccccc2o1)Nc1nncs1,1,2,108,106,97,101,98,10
CCCc1ncc(C(O)(c2ccccc2)c2ccccc2)n1C,3,-13,102,102,100,91,95,1
Cc1ccc(/C=C2\CCCC3=C2NC(=S)NC3c2ccc(C)cc2)cc1 (centres undefined),1,-2,101,104,101,99,97,14
CCCCC(CC)CNC(=O)Cn1c(=S)[nH]c2ncccc2c1=O (centres undefined),.,2,101,108,112,110,103,-5
Cc1occc1-c1nnc(SCC(=O)c2ccc(Cl)cc2)n1C,0,8,113,102,110,96,102,-12
CN(C)CCCNS(=O)(=O)c1ccc(N2CCC(c3ccc(Cl)cc3)=N2)cc1,0,8,?,?,?,?,31*[may fluoresce violet],46
CC(C)CC(=O)NNC(=S)Nc1ccc(S(N)(=O)=O)cc1,1,-10,98,87,95,.,85,-4

# Further entries.
SMILES,GRK2 inh,GASC-1 inh,MEP2-GFP yeast,LAP4-GFP MLPCN,AGP1 TOR yeast,CIT2-GFP yeast,RPL19A TOR yeast,VLA-4 inh
CCC(=O)Oc1ccc(-c2cnc3ccccc3n2)cc1,2,6,102,115,93,99,98,9
On1c(-c2ccc(Cl)cc2Cl)nc2ncccc21,4,-3,113,88,102,108,110,0
CC(=O)c1ccc(N2CCN(C(=O)CN3C(=O)NC4(CCCCC4)C3=O)CC2)c(F)c1,3,4,97,102,101,93,99,14
COc1ccc(-c2nc(NC(=O)c3nc4nccc(C)n4n3)sc2C)cc1,0,-1,106,101,93,70,101,-11
Cc1ccc(NC(=S)NNC(=O)c2c([N+](=O)[O-])c(C)nn2C)cc1,3,9,103,102,106,107,100,-7
Oc1ccc(C2=NNC(c3ccc(O)cc3)=NN2)cc1,2,2,104,100,96,96,102,2
S=c1nc(-c2ccccc2)[nH]c2ccc(Br)cc12,.,5,105,99,101,99,100,21
O=[N+]([O-])c1ccc(-n2nnnc2CN2CCCCC2)cc1,1,-27,100,98,100,106,96,3
COc1cccc(NC(=O)C(Sc2nnnn2C)c2ccccc2)c1 (centres undefined),5,-29,100,97,99,96,91,7
Cc1cc(SCC(=O)OCC(=O)NCc2ccc3c(c2)OCO3)c(C)cc1Br,0,-3,105,86,108,118,114,7
CCC(C)NC(=O)N[C@@H](Cc1ccccc1)C(=O)O (some centres undefined),0,-3,96,89,88,88,93,6
